TTR transcr act = TTR transcription activation, primary screen. activation, % at 16.7 µM. 92,000 compounds, 1.3% hits. AID 1117267. SH-SY5Y TTR promoter Gaussia luciferase, luminescence; 100% = recombinant luciferase protein wells;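 active = activation above the mean of all tested compounds plus 3 SD, cut at about 9.5% in these data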;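 also: cells exposed to compounds for one day before reading; 0% = median of all test compound wells on the plate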
* hit, by the source's call.

TTR transcr act	Compound
2.6	Cc1noc(C)c1S(=O)(=O)N(C)C[C@H]1OCc2cn(nn2)CCCC(=O)N([C@H](C)CO)C[C@@H]1C
0.0	CC(=O)N1CCC(N(CCN2CCOCC2)C(=S)Nc2cc(C)cc(C)c2)CC1
1.1	COc1ccc(C=O)cc1OC(=O)N1CCOCC1
0.3	Cc1cc(O)c(C(C)C)cc1N=Nc1ccccc1C(=O)O
-3.0	Nc1nc(SCc2ccc(Cl)cc2Cl)nc2nc3c(cc12)CCCC3
0.2	O=C(CSc1ncc(-c2ccc(F)cc2)[nH]1)N1CCCCC1
-1.5	O=C(Cn1cc(C(F)(F)F)ccc1=O)Nc1cccc(S(=O)(=O)N2CCOCC2)c1
-0.3	Cc1cc(/C=N/NC(=O)c2cccnc2)c(C)n1CC(C)C
1.2	Cc1ccc2c(COC(=O)c3n[nH]c4ccccc34)cc(=O)oc2c1
-3.2	Cc1ccc(S(=O)(=O)N2CCN(C(=O)CCC(=O)Nc3ccc(Br)c(C)c3)CC2)cc1
-1.2	Nc1ccc2nc(CCCCCCCCc3nc4ccc(N)cc4[nH]3)[nH]c2c1
-1.6	O=C(C[n+]1ccccc1)Nc1ccccc1C(F)(F)F

2 entries from above, bar-delimited:
SMILES | TTR transcr act
Cc1ccc2c(COC(=O)c3n[nH]c4ccccc34)cc(=O)oc2c1 | 1.2
Cc1ccc(S(=O)(=O)N2CCN(C(=O)CCC(=O)Nc3ccc(Br)c(C)c3)CC2)cc1 | -3.2

Next records.
TTR transcr act	Compound
0.7	Cn1cnc([N+](=O)[O-])c1Sc1n[nH]c(N)n1
1.0	Cc1ccc(CN2CCNC(=O)C2CC(=O)O)cc1 (stereo not drawn)
4.4	CC(=O)c1ccc(OCCCOc2cccc3cccnc23)cc1
-1.3	CCOc1ccc(NCC(=O)N/N=C/C=C/c2ccccc2)cc1
-0.7	CSc1nnc(CNS(=O)(=O)c2ccc(F)cc2)n1C
2.1	CCOC(=O)c1[nH]c(C)c(C(=O)c2ccc(C)cc2)c1C
3.0	Cc1ccc(S(=O)(=O)N2CCN(c3ccccc3)CC2)cc1
0.4	Cc1cc(C)n2nc(C(=O)Nc3ccc4c(c3)CCC4)nc2n1
-1.7	COc1ccc(CCNC(=O)c2c(N)[nH]c(C(=O)c3ccccc3)c2-c2ccc(N(C)C)cc2)cc1
2.0	CC(C(=O)N(C)CC(=O)Nc1ccccc1C(F)(F)F)N1C(=O)c2ccccc2C1=O (stereo not drawn)
2.9	CSc1nc(C)cc(SC(C(C)=O)C(=O)Nc2ccccc2)n1 (stereo not drawn)
-1.9	Cc1onc(-c2ccccc2)c1C(=O)N1CCN(S(=O)(=O)c2ccc(OC(F)(F)F)cc2)CC1
0.0	COc1ccc(OC)c(S(=O)(=O)Nc2cccc3ccccc23)c1
2.1	O=C(CCc1ccccc1)NNC(=O)Nc1ccccc1
3.2	CNC(=O)Nc1ccc2snnc2c1
-0.2	CCCc1nc2ccc(C(=O)OC)cn2c1Cc1ccccc1C(F)(F)F
3.2	Cc1cccc2cn[nH]c12
-2.2	Cc1ccc(NC(=S)N2CCN(c3ccccn3)CC2)cc1C
0.2	COc1ccc(C(=O)Nc2ccc3c(c2)OCCO3)cc1Br
3.1	Cc1ccc(OCC(O)CN2CCN(c3ccc(C)cc3)CC2)cc1 (stereo not drawn)
3.3	Cc1noc(C)c1NC(=O)Nc1cccc2c1O[C@H](CN(C)C(=O)NC(C)C)[C@@H](C)CN([C@H](C)CO)C2=O
2.3	COc1ccc(NC(=O)C2CCC(=O)N2S(=O)(=O)c2ccc(C)cc2)c(OC)c1 (stereo not drawn)
-0.7	O=C(NCc1cccc(F)c1)C1CCC(=O)N(CC2CCCCC2)C1 (stereo not drawn)
0.1	COc1ccc(/C=C2/SC(=S)N(NS(=O)(=O)c3ccc(C)cc3)C2=O)cc1

A different layout for some results above.
Molecule,TTR transcr act
CNC(=O)Nc1ccc2snnc2c1,3.2
COc1ccc(/C=C2/SC(=S)N(NS(=O)(=O)c3ccc(C)cc3)C2=O)cc1,0.1
Cc1ccc(NC(=S)N2CCN(c3ccccn3)CC2)cc1C,-2.2
O=C(CCc1ccccc1)NNC(=O)Nc1ccccc1,2.1
Cc1ccc(OCC(O)CN2CCN(c3ccc(C)cc3)CC2)cc1 (stereo not drawn),3.1

Later entries.
TTR transcr act	Compound
0.9	Cc1n[nH]c(C)c1CCCCOc1ccccc1[N+](=O)[O-]
1.9	O=C(NCCCNC(=O)c1cc(Cl)ccc1Cl)c1cnccn1
-1.8	CCOc1cc(C(=S)N2CCOCC2)ccc1OS(=O)(=O)c1ccccc1
3.4	Nc1ccccc1-c1nc2ccccc2[nH]1
5.0	CCOC(=O)/C(C#N)=C/c1ccc(OC(=O)c2ccccn2)cc1
0.4	O=[N+]([O-])c1ccc(O)c(C=Nc2ccc3c(c2)OCCO3)c1
-0.5	O=C(NNS(=O)(=O)c1ccc(C(F)(F)F)cc1)c1cnn(-c2ccccc2)c1C(F)(F)F
-2.3	Cc1nn(C)c(C)c1NC(=O)CSc1nc(-c2ccccc2Cl)nc2c1cnn2-c1ccccc1
1.0	C[C@H]1CN([C@@H](C)CO)C(=O)CCCn2nncc2CO[C@H]1CN(C)C(=O)Nc1ccc2c(c1)OCO2
0.5	COc1ccccc1CNC(=O)N1CCN(S(=O)(=O)c2ccc(C)cc2)CC1
-1.1	CCC(=O)N1CCc2cc(S(=O)(=O)N3CCc4ccccc43)ccc21
0.7	Cc1ccc(NC(=O)CSc2ncccn2)cc1S(=O)(=O)N1CCCCC1
-1.0	Cc1cc(Br)c(OCc2ccc(C(=O)N/N=C3\CC4CC=CC34)cc2)c(Br)c1 (stereo not drawn)
0.5	Cc1cccc(CN2CCN(C3CN(Cc4cn(Cc5ccccc5C(F)(F)F)nn4)S(=O)(=O)C3)CC2)c1 (stereo not drawn)
1.5	NS(=O)(=O)c1ccc(NC(=O)CSc2nnc(-c3ccc(O)cc3)o2)cc1
-1.1	COc1cc(C2CC(C(F)(F)F)n3ncc(C(=O)O)c3N2)cc(OC)c1OC (stereo not drawn)
1.7	CCn1c(CNC(=O)c2ccco2)nnc1SCC(=O)Nc1cc(C)c(C)cc1Br
1.3	Nn1cnc2c([nH]c3ccccc32)c1=O
-0.1	N#Cc1cc2cc3ccccc3nc2n2c(=O)c3ccccc3nc12
-1.9	COc1cc(/C=C/C(=O)O)cc(S(=O)(=O)Nc2ccc3nc(C)sc3c2)c1OC
-0.8	CCC1C(O)=C(c2ccccn2)C(=N)N1c1ccccc1 (stereo not drawn)
0.5	Cc1cc(Cl)ccc1OCC(=O)Nn1c(C)ccc1C
-0.2	CCn1nc(C(=O)OCC(=O)N2CCc3ccccc32)c2ccccc2c1=O
-1.3	Cc1[nH]n(-c2ccccc2)c(=O)c1/C=N/Nc1nncc(-c2ccccc2)n1
0.4	CC(C)(C)NC(=O)C(CCc1ccccc1)n1c(=O)c(-c2cc3ccccc3[nH]2)nc2ccccc21 (stereo not drawn)
1.6	CCOC(=O)C1CCN(S(=O)(=O)c2cn(C)c(C)n2)CC1
27*	CCOc1cc(CNCCN2CCOCC2)ccc1OCc1ccccc1Cl
-1.3	COc1ccc(C(=O)n2nnc3ccccc32)cc1OC
0.3	CCOc1ccc(N=Cc2ccc3ccccc3c2)cc1
1.6	Cc1ccc(S(=O)(=O)N2CCC(C(=O)NC3CC3)CC2)cc1
1.4	CCCc1cc(=O)n2[nH]cnc2n1
1.1	COc1cccc(Nc2nc(CN3CCOCC3)nc3sc4c(c23)CCCC4)c1
-0.7	Cc1cc(S(=O)(=O)N2CCC(N3CCCCC3)CC2)ccc1-n1cnnn1
5.7	Cc1ccc(S(=O)(=O)N2CCN(C(C)C(=O)Nc3ccccc3-c3ccccc3)CC2)cc1 (stereo not drawn)
0.3	CCCCN1C(=O)c2ccc(C(=O)N(C)CC(=O)Nc3ccc(OCC)c(OCC)c3)cc2C1=O
1.5	Cc1ccc(SCc2cc(-c3ccc(Cl)cc3)on2)cc1
-0.3	CCCN(CCC)S(=O)(=O)c1cc2c(cc1Br)CCN2C(=O)CC
-1.4	O=C(CSc1n[nH]c(=O)[nH]c1=O)NC1CCCCC1
1.4	O=C(OCCNc1ccc(C(F)(F)F)cc1[N+](=O)[O-])c1cc2ccccc2oc1=O
-0.9	Cc1sc2ncnc(Nc3ccc(N4CCOCC4)cc3)c2c1-c1ccccc1
0.3	O=C(NCSc1ccnc(SCNC(=O)c2ccccc2)n1)c1ccccc1
-0.4	Cc1ccccc1OCC(=O)NCCc1nc2ccccc2[nH]1
0.2	Cn1cnc2c(cnn2C)c1=O
4.8	CC(=O)c1ccc(OCCCC(=O)Nc2ccc3c(c2)OCCO3)cc1
-0.9	O=C(OCC(=O)c1c[nH]c2ccccc12)c1ccc(OC(F)F)cc1
-2.2	COc1ccc(NC(=O)c2cc(-c3cc(Cl)ccc3OC)n[nH]2)c(C)c1
5.9	O=C(CSc1nnc(CNC(=O)c2cccs2)o1)Nc1ccccc1
-0.9	COc1ccc(OC)c(S(=O)(=O)Nc2cc3c4c(c2)CCC(=O)N4CCC3)c1

Taken from above:
Value for COc1ccc(OC)c(S(=O)(=O)Nc2cc3c4c(c2)CCC(=O)N4CCC3)c1 in TTR transcr act: -0.9
Value for CCCN(CCC)S(=O)(=O)c1cc2c(cc1Br)CCN2C(=O)CC in TTR transcr act: -0.3
Value for Cc1sc2ncnc(Nc3ccc(N4CCOCC4)cc3)c2c1-c1ccccc1 in TTR transcr act: -0.9

Further compounds.
TTR transcr act	Compound
0.0	NC(=O)NC(CC(=O)NCCc1ccc(S(N)(=O)=O)cc1)c1ccccc1Cl (stereo not drawn)
-0.6	Cc1nc2sc(C(c3ccc(Cl)cc3)N3CCOCC3)c(O)n2n1 (stereo not drawn)
-1.8	C[C@@H]1CN([C@@H](C)CO)C(=O)c2cccc(NC(=O)Nc3cccc4ccccc34)c2O[C@H]1CN(C)S(=O)(=O)c1ccc2c(c1)OCCO2
1.5	O=C(NNC(=S)Nc1ccccc1C(F)(F)F)C1CC1
-1.0	CC(=O)Nc1ccc(OCCOc2ccc(/C=C3/C(=N)N4C=CSC4=NC3=O)cc2)cc1
-0.5	O=C(NN1CCOCC1)c1ccc(Br)s1
-1.6	CC(C)CCNC(=O)c1c(CSc2ccc(Cl)cc2)noc1C(=O)NCc1ccccc1
3.8	COc1ccc(CNC(=O)c2ccc(CS(=O)Cc3cccc(Cl)c3)o2)cc1 (stereo not drawn)
1.0	CC(C)(C)c1cc(C(=O)N/N=C/c2ccccn2)n[nH]1
2.0	Cc1ccc(CNc2nc(N)c([N+](=O)[O-])c(NCc3ccccc3)n2)cc1
0.6	CC(C)C[C@@H](CN(N=O)[C@@H](Cc1ccccc1)CN(C)N=O)N(CCc1ccccc1)N=O
-0.5	CC(/C=C/c1ccccc1)=N\NC(=O)CNC(=O)c1ccccc1Cl

Retrieved by compound from the entries so far:
TTR transcr act	Compound
3.8	COc1ccc(CNC(=O)c2ccc(CS(=O)Cc3cccc(Cl)c3)o2)cc1 (stereo not drawn)
1.0	CC(C)(C)c1cc(C(=O)N/N=C/c2ccccn2)n[nH]1
-0.6	Cc1nc2sc(C(c3ccc(Cl)cc3)N3CCOCC3)c(O)n2n1 (stereo not drawn)

Next compounds follow.
TTR transcr act	Compound
1.3	Cc1ccc(C)c(NNC(=O)C(=O)NNc2cc(C)ccc2C)c1
-0.4	CCCCN(C=O)c1c(CC)nc2ccc(C(=O)N(CC)CCN(C)C)cn12
-2.1	CCOC(=O)c1cnn(-c2ccccn2)c1N
-1.2	CCCNC(=O)NC1CCCCCCC1
-0.9	C/C(=N\Nc1ccc(F)cc1)c1ccncc1
-0.7	CC(Oc1cccc2c1OC(C)(C)C2)C(=O)O (stereo not drawn)
9.0	CN(Cc1cc(=O)n2ccsc2n1)c1ccccc1
2.8	C/C(=N\NC(=O)C1COc2ccccc2O1)c1cccs1 (stereo not drawn)
0.1	Cc1cc(/C=C2\NC(=O)NC2=O)c(C)n1-c1ccc(N2CCOCC2)cc1
-1.8	CSc1nccn1C(=O)c1ccccc1[N+](=O)[O-]
6.5	COC(=O)C(Cc1csc2ccc(Cl)cc12)NC(=O)c1ccc(Cl)cc1 (stereo not drawn)
1.0	Cn1cnnc1SC/C(O)=C(\C#N)c1nc2ccccc2[nH]1
-2.2	CCCCOc1ccccc1N1CCN(CCCN2C(=O)C3CCCN3C2=O)CC1 (stereo not drawn)
3.0	O=C1CC(c2cc3c(cc2Br)OCO3)C2=C(CCCC2=O)N1 (stereo not drawn)
-6.5	CC1=CC(=O)C(C(C)C)=C/C1=N\OS(=O)(=O)c1ccccc1
1.5	COc1ccc(N=C(N)SCc2ccccn2)cc1
1.1	CCNC(=O)CN(C1CCCCC1)S(=O)(=O)c1ccc(F)cc1
1.7	CCSC1=NC(C)(C)C=C(/C=C/c2ccc(Cl)cc2Cl)N1
-1.8	Cc1ccc2[nH]c3nc(N/N=C/c4cccc(O)c4)nnc3c2c1
-0.5	COCC(=O)Nc1ccc2c(c1)[C@@H]1C[C@H](CC(=O)OC)O[C@@H](CO)[C@@H]1O2
2.7	CCN1CCN(CC(=O)c2cc(OC)c(OC)c(OC)c2)CC1
-4.3	O=C(N[C@@H](CO)C(=O)NCc1ccccc1)c1ccc(C(F)(F)F)cc1
-1.0	COc1ccc(-n2cc(CNCCCn3ccnc3)c(-c3cccc(F)c3)n2)cc1
0.7	CN(C)/N=C/c1ccc(OS(=O)(=O)c2ccccc2)cc1
-0.4	COc1ccc(CNC(=O)c2noc(C(C)C)c2[N+](=O)[O-])cc1
1.7	O=C(OCc1ccccc1)N1CCC2CC1c1c(-c3ccc(C(F)(F)F)cc3)cccc12 (stereo not drawn)
0.6	COc1cc(CNCCN2CCOCC2)ccc1OCc1ccc(Cl)cc1Cl
2.4	CC1(C)CC(=O)C=C(c2cccnc2)C1
-1.3	COc1cc(CCC(=O)Nc2ccc(S(=O)(=O)NC3=NCCCCC3)cc2)cc(OC)c1OC
-1.2	CN(C(=O)c1ccc(NC(=O)C2CCN(C(=O)OC(C)(C)C)CC2)cc1)C1CC1
1.1	COc1ccccc1CNC(=O)CN1CCN(Cc2ccc(Cl)cc2)C1=O
0.3	Oc1ccc(CCc2n[nH]c(=S)n2-c2ccc(F)cc2)cc1
0.2	N#Cc1cccc(NC(=O)c2ccc(S(=O)(=O)N3CCOCC3)cc2)c1
4.3	CCOc1cccc2cc(C(C)=O)oc12
1.6	O=C(COC(=O)c1cc(Cl)nc(Cl)c1)NCc1ccc2c(c1)OCO2
-0.9	N/N=C/C(=N\Nc1ccc(Cl)cc1)C(=O)c1ccncc1

Screening data as filed in PubChem.

This is a subset (hit frequency here may not be typical).
